PKA-R2B activ: activators of human PKA-R2B complex | P22694+P31323 | PKA-R2B holoenzyme dissociation, Cy5-IP20 fluorescence polarization; R2B truncated from residue 108, S112A mutant; 0% DMSO only, 100% 113 µM cGMP | activation, % at 11.4 µM | actives 0.079% (n = 340,000);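 active = activation above a cutoff set at the mean over all compounds plus 3 SD, cut at about 18% in these data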;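 note: higher means more holoenzyme dissociation and a rise in polarization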
MOR-DOR inv ag: mu-delta opioid heterodimer inverse agonism | AID 504357 | actives 0.21% (n = 340,000) | inhibition, % at 9.3 µM | P35372+P41143 | cell-based MOR-DOR heterodimer luminescence; in the data active = inhibition above about 22%, passing the limit was not always enough;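 note: 0% = cells with DMSO and 100% = wells without cells with DMSO; values of inactives mirror those of a sister screen read the other way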
Target sequence (P35372 whole entry, looked up): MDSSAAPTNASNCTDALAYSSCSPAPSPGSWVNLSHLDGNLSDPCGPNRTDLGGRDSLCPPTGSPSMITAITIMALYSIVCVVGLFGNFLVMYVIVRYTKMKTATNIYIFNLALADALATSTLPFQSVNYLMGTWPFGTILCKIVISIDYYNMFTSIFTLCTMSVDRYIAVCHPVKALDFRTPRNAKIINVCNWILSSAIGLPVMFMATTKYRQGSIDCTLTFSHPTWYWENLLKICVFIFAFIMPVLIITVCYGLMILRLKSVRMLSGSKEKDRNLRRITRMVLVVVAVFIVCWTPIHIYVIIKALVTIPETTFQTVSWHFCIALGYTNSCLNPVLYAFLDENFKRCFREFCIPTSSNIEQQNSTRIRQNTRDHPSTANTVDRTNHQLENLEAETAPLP
Target sequence (P41143 whole entry, looked up): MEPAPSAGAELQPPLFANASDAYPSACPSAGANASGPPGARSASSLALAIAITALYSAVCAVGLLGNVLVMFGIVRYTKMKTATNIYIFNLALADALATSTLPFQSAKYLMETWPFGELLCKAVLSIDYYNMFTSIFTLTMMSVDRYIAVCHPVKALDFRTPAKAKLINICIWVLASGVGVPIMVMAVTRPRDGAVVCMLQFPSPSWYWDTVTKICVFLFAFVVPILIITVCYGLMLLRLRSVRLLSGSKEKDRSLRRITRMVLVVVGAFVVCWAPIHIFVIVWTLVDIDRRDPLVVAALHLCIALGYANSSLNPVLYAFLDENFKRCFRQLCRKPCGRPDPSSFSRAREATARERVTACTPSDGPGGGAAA
Tat transport: E. coli Tat transport inhibition; E. coli MC4100 TorA-mCherry Tat export, fluorescence; inhibition, % at 10 µM; actives 0.036% (n = 340,000);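 active = mean replicate inhibition at least 50% and at least half of replicates individually reaching 50%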;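 note: exported cargo escapes ClpAP degradation while cytoplasmic cargo is degraded and loses fluorescence; 0% = median of neutral control wells and 100% = median of NaSCN control wells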
PfHsp90 set2: inhibits growth of yeast expressing Plasmodium falciparum Hsp90. S. cerevisiae expressing PfHsp90, BacTiter-Glo ATP, 48 h; yeast lacking PDR1 and PDR3 efflux regulators. inhibition, % at 9.4 µM. actives 0.32% (n = 310,000);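 active = every replicate shows inhibition above about 80%, whatever the replicate mean, limit read from the data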;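 note: 0% = DMSO neutral controls and 100% = 20 µM radicicol positive controls; yeast relying on Plasmodium falciparum Hsp90 in place of its own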
Mot1-301 SUMO: SUMOylation pathway inhibition by Mot1-301 growth rescue | S. cerevisiae Mot1-301 growth rescue, ATP luminescence, 38.5C; percent above DMSO median, 100 means doubled | growth rescue, % at 18.8 µM | actives 1% (n = 320,000) | AID 2716;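 active = every valid replicate shows activation above 250% relative to neutral control wells; inactive = the rest, any valid replicate at or below 250%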;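 note: OY570 slx delta 5 strain wells were the positive control but not used for scaling; some compounds called inactive have numbers as strong as hits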
PKA-R1A act: PKA-R1A complex activation. actives 0.083% (n = 340,000). P00514+P68181. PKA-R1A dissociation, Cy5-IP20 fluorescence polarization; scaled: DMSO 0%, 113 µM cGMP 100%. activation, % at 11.4 µM;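 active = percent activation above the mean of all tested compounds plus 3 SD, cut at about 19% in these data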;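 note: higher means more PKAc released from R1A so a rise in polarization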
Ecoli viability: counter-screen for AddAB inhibitors: E. coli growth inhibition. AID 449728. actives 0.27% (n = 330,000). E. coli V3065 growth, OD600 absorbance, 18 h. inhibition, % at 11.9 µM;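 active = inhibition above the campaign's mean inhibition across all tested compounds plus 3 SD, cut at about 9.9% in these data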;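 note: uninfected addAB+ strain grown without phage in ampicillin broth; 0% = DMSO wells and 100% = ciprofloxacin 0.95 µg/ml wells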
phage Ecoli inh: E. coli growth loss with phage present. growth absorbance. inhibition, % at 11.9 µM. actives 0.26% (n = 360,000); in the data active = inhibition above about 11%
AddAB inh: less growth of phage-infected E. coli with AddAB. inhibition, % at 11.9 µM. actives 0.29% (n = 330,000). E. coli expressing H. pylori AddAB, absorbance growth. AID 435030; in the data active = inhibition above about 12%;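 note: 0% = vehicle wells of infected cells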
HTR5A inv ag: counter-screen for OPRM1-OPRD1 inverse agonists: human HTR5A inverse agonism | HTR5A cell line, luminescence | inhibition, % at 9.3 µM | P47898 | actives 0.083% (n = 340,000); in the data active = inhibition mostly above about 23%, no sharp cut-off; inactive = mostly below about 18%;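 note: 0% = cells with DMSO and 100% = no-cell wells with DMSO; some compounds called inactive have numbers as strong as hits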
MOR-DOR ag: OPRM1-OPRD1 heterodimerization agonism; P35372+P41143; actives 0.3% (n = 340,000); cells, luminescence; activation, % at 9.3 µM; AID 504326; in the data active = activation above about 18%;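 note: 0% = vehicle-treated cells and 100% = reference agonist; values of inactives mirror those of a sister screen read the other way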
* hit, by the source's call; i = inactive; nt = no result given.

SMILES	PKA-R2B activ	MOR-DOR inv ag	Tat transport	PfHsp90 set2	Mot1-301 SUMO	PKA-R1A act	Ecoli viability	phage Ecoli inh	AddAB inh	HTR5A inv ag	MOR-DOR ag
Cn1c(NC(=O)c2ccccc2F)cc(=O)n(C)c1=O	-6	3	10	35	-1	3	-1.5	1.1	-1.4	8	-0.6
CCOC(=O)C(Cc1ccccc1)C(=O)Nc1nccs1 (stereo unspecified)	-1	-3	1	-43	31	7	-0.1	-1.3	3.7	-3	0.6
CNC(=O)C1CC(=O)N(c2ccc(F)c(Cl)c2)C1 (stereo unspecified)	-1	20	2	-4	nt	-11	0.2	1.1	0.7	-13	-3.6
COC(=O)/C(=N\Nc1ccc(Cl)cc1)Sc1nnc(-c2ccc(OC)cc2)n1C	2	10	5	12	i	1	-3.4	4.7	-1.8	-3	-1.9
COC(=O)C1=C(C)N(C(C)C)C(=O)C1(NC(=O)C1CCCCC1)C(F)(F)F (stereo unspecified)	-4	11	2	7	-19	-1	-1.2	-0.2	-0.9	-11	-2.0
O=C(CCc1nnc2n(Cc3ccccc3)c(=O)c3ccccc3n12)NCCN1CCOCC1	-2	9	0	-3	80	-7	1.6	3.2	5.0	-5	-1.8
O=C(Nn1cc(C(=O)N2CCN(c3ccccc3F)CC2)c2ccccc2c1=O)c1cnccn1	0	18	-6	0	-8	-11	-4.4	-1.4	-4.9	-6	-3.4
Cc1cccc(C)c1N(CC(=O)N1CCN(c2ccccc2F)CC1)S(C)(=O)=O	7	-1	0	0	186	-2	1.5	3.7	0.2	-2	0.3
CN1C(=O)NC(c2cccc([N+](=O)[O-])c2)C2=C1CCCC2=O (stereo unspecified)	4	10	-12	-18	18	1	-0.5	0.6	-1.5	-24	-2.2
CC1CN(C(=O)C(C)OC(=O)c2ccc3ncsc3c2)CC(C)O1 (stereo unspecified)	-1	20	6	nt	58	-4	-0.3	0.9	-0.3	11	-5.2
CN(C(=O)COC(=O)c1cc(S(=O)(=O)N2CCCCC2)ccc1Cl)c1ccccc1	2	-14	1	-5	-5	3	0.0	4.2	-1.9	-1	3.4
COc1cc(OC)cc(C(=O)NCCNC(=O)c2ccccc2)c1	0	14	13	nt	6	-5	-1.6	3.1	1.2	-10	-2.4
O=C(NN=Cc1cccc2ccccc12)C(=O)NN=Cc1cccc2ccccc12	-13	19	0	-10	nt	9	nt	2.3	nt	-3	-3.8
O=C(c1cccc(F)c1)N1CCCc2ccccc21	-5	14	0	12	23	0	-2.3	3.9	0.2	-16	-2.7
C=CCc1ccccc1OCC(O)CN(CC)CC (stereo unspecified)	14	-2	-10	23	15	3	-1.8	0.5	1.8	17	0.4
CCSC1=N/C(=C\c2ccccc2)C(=O)N1c1ccc(OC)cc1	9	-17	-4	-6	3	2	1.7	-4.6	1.7	10	3.3
Cc1ccc(NC(=O)c2ccc(-c3nn(C)c(=O)c4ccccc34)cc2)c(C)c1	-8	7	-6	nt	-2	-4	-0.5	-1.0	2.8	-23	-1.3
CC(=O)Cc1nsc(NC(=O)c2cc(-c3cccc(C(F)(F)F)c3)oc2C)n1	-4	8	-2	-14	-13	-14	1.0	4.0	2.2	2	-1.6
CC(C)(C)OC(=O)NCC12C=CC(O1)C1C(=O)N(Cc3ccccc3)C(=O)C12 (stereo unspecified)	9	-9	-1	50	9	-22	-0.7	1.1	2.2	29	2.0
O=C(NCc1ccc(Cl)cc1)C1CCC(CNc2c(N3CCCCC3)c(=O)c2=O)CC1 (stereo unspecified)	-3	13	-1	-13	10	-3	3.4	2.7	3.9	13	-2.2
CCOC(=O)C1CCN(c2nnc(N3CCCC3=O)s2)CC1	-2	11	4	3	-5	-4	3.0	0.8	2.4	-28	-2.3
COCCNS(=O)(=O)c1cc(-c2nn(C)c(=O)c3ccccc23)ccc1C	-1	5	-1	-13	-3	3	-2.6	1.1	-1.1	3	-1.0
Cc1cc(C(=O)N2CCCC(C(=O)c3ccc(Cl)cc3C)C2)no1 (stereo unspecified)	0	3	-8	-3	-6	-4	-0.2	-1.5	1.5	8	-0.5
CC[C@H](C)C(=O)N[C@H]1CCCN1C(=O)/C=C/c1ccccc1	7	9	3	-4	10	1	-1.8	2.2	-0.1	5	-1.6
O=C1CCC(=O)N1CC(=O)N1CCCc2ccccc21	-7	8	-13	10	12	1	-0.3	1.2	2.1	-8	-1.5

A run of entries from further up, as a working copy:
SMILES	PKA-R2B activ	MOR-DOR inv ag	Tat transport	PfHsp90 set2	Mot1-301 SUMO	PKA-R1A act	Ecoli viability	phage Ecoli inh	AddAB inh	HTR5A inv ag	MOR-DOR ag
Cc1cc(C(=O)N2CCCC(C(=O)c3ccc(Cl)cc3C)C2)no1 (stereo unspecified)	0	3	-8	-3	-6	-4	-0.2	-1.5	1.5	8	-0.5
CC[C@H](C)C(=O)N[C@H]1CCCN1C(=O)/C=C/c1ccccc1	7	9	3	-4	10	1	-1.8	2.2	-0.1	5	-1.6

Four of the compounds above, field by field.
> COC(=O)/C(=N\Nc1ccc(Cl)cc1)Sc1nnc(-c2ccc(OC)cc2)n1C
  PKA-R2B activ: 2	MOR-DOR inv ag: 10	Tat transport: 5	PfHsp90 set2: 12	Mot1-301 SUMO: i	PKA-R1A act: 1	Ecoli viability: -3.4	phage Ecoli inh: 4.7	AddAB inh: -1.8	HTR5A inv ag: -3	MOR-DOR ag: -1.9

> CC(=O)Cc1nsc(NC(=O)c2cc(-c3cccc(C(F)(F)F)c3)oc2C)n1
  PKA-R2B activ: -4	MOR-DOR inv ag: 8	Tat transport: -2	PfHsp90 set2: -14	Mot1-301 SUMO: -13	PKA-R1A act: -14	Ecoli viability: 1.0	phage Ecoli inh: 4.0	AddAB inh: 2.2	HTR5A inv ag: 2	MOR-DOR ag: -1.6

> Cc1ccc(NC(=O)c2ccc(-c3nn(C)c(=O)c4ccccc34)cc2)c(C)c1
  PKA-R2B activ: -8	MOR-DOR inv ag: 7	Tat transport: -6	PfHsp90 set2: nt	Mot1-301 SUMO: -2	PKA-R1A act: -4	Ecoli viability: -0.5	phage Ecoli inh: -1.0	AddAB inh: 2.8	HTR5A inv ag: -23	MOR-DOR ag: -1.3

> CCSC1=N/C(=C\c2ccccc2)C(=O)N1c1ccc(OC)cc1
  PKA-R2B activ: 9	MOR-DOR inv ag: -17	Tat transport: -4	PfHsp90 set2: -6	Mot1-301 SUMO: 3	PKA-R1A act: 2	Ecoli viability: 1.7	phage Ecoli inh: -4.6	AddAB inh: 1.7	HTR5A inv ag: 10	MOR-DOR ag: 3.3

Remaining list, next part
SMILES	PKA-R2B activ	MOR-DOR inv ag	Tat transport	PfHsp90 set2	Mot1-301 SUMO	PKA-R1A act	Ecoli viability	phage Ecoli inh	AddAB inh	HTR5A inv ag	MOR-DOR ag
C[C@@H]1NS(=O)(=O)[C@H]2C[C@@H]3C=C[C@]2(O3)[C@H]1OC(=O)Nc1ccc(C(F)(F)F)cc1[N+](=O)[O-]	-14	-11	-3	-9	-11	3	-2.1	-0.4	-0.3	-9	2.0
c1ccc(-c2ccc3c(c2)c2c4n3CCN=C4CCC2)cc1	-5	14	0	-1	129	0	-1.3	4.2	3.4	-2	-3.2
O=C(c1ccccc1)n1ccc(-c2cccs2)n1	6	3	-20	-15	-13	-1	-1.7	2.2	2.4	-6	-0.7
O=c1[nH]c(CN2CCN(CCO)CC2)nc2ccccc12	-3	16	2	-8	587*	-1	0.7	3.6	4.2	16	-2.8
CCNC(=O)C1CCCN1S(=O)(=O)c1ccc(OC)cc1 (stereo unspecified)	2	13	-4	-15	-2	-4	0.0	2.5	0.2	18	-2.1
O=C(COC(=O)c1ccco1)NNC(=O)c1ccc(Cl)cc1	-2	7	5	37	-23	0	-1.6	1.7	-0.3	-8	-1.8
O=C(CSc1ccc2nnc(-c3ccc(F)cc3)n2n1)NCc1ccco1	-11	7	-1	2	-4	-10	-0.1	1.8	-0.9	16	-1.3
O=C(c1ccccc1)N(c1ccccc1)c1nccc2ccccc12	1	3	0	10	nt	-3	nt	0.9	nt	16	-0.6
O=C(Cn1ccc2ccccc2c1=O)NCCC(=O)Nc1cccnc1	-12	2	16	16	-13	1	0.9	0.3	0.9	-8	-0.3
CCN1C(=Nc2ccc(Cl)cc2)SC/C1=C\C(=O)OC	-4	-32	3	3	-1	-4	-3.0	2.8	1.8	16	5.1
CC1CCCN(c2ccc(C(=O)NCC3CCCO3)cn2)C1 (stereo unspecified)	1	-3	-3	5	-7	1	-2.6	1.9	1.6	2	0.5
CCc1ccc(OCCSc2nc3ccccc3n2CCC(=O)O)cc1	-5	11	5	-12	-6	1	2.1	1.2	4.2	-6	-2.5
Cc1ccc(-n2c(O)c(C=Nc3ccccc3-c3n[nH]c(=S)[nH]c3=O)c3ccccc3c2=O)c(C)c1	-8	8	-8	2	117	-2	-1.8	2.8	1.7	0	-1.3
CC(NS(=O)(=O)c1ccc(F)cc1)C(c1cccs1)N1CCN(C)CC1 (stereo unspecified)	2	12	-5	-13	6	6	0.7	2.3	1.3	6	-2.3
Cc1ccc(C)n1-c1ccsc1C(=O)CC#N	0	8	3	10	-13	-10	-0.2	3.6	-0.3	22	-1.5
COC(=O)/N=C/c1c(NCc2ccccc2)nc2c(C)cccn2c1=O	2	9	4	-19	-9	2	2.5	3.2	3.6	5	-1.3
Cc1cccc(C(=O)N2CCN(c3ccccn3)CC2)c1	-6	8	3	-3	16	4	-1.1	2.0	0.5	-30	-1.3
COc1ccccc1Cn1c(=S)[nH]c2cc(C(=O)NCCN3CCOCC3)ccc2c1=O	5	14	0	-29	-22	-6	-0.3	3.5	1.7	14	-2.6
COc1ccc(OC)c(NC(=O)Nc2cccnc2)c1	-8	11	-3	38	-4	-19	nt	2.7	nt	5	-2.0
Cc1ccc(CC2CC(=O)N(CCc3ccccc3)C2=O)cc1 (stereo unspecified)	1	11	0	8	0	-2	1.9	0.5	3.6	-2	-2.3
O=C(COc1cccc2cccnc12)N/N=C/c1ccccc1O	-9	2	0	-14	704	-1	1.5	-0.3	0.0	-23	-0.4
COc1ccc(C2OC(=O)CC2C(=O)N2CCN(c3cc(Cl)ccc3C)CC2)cc1OC (stereo unspecified)	5	6	-6	-15	-10	5	-2.4	2.0	-2.2	-6	-1.2
CC1CC(C)CN(c2ncnc3c2cnn3C)C1 (stereo unspecified)	4	14	1	-31	-20	-5	0.2	1.2	0.8	-6	-2.9
CCn1c(SCC(=O)NC2=NCCS2)nnc1C(C)NC(=O)c1ccccc1F (stereo unspecified)	-22	4	-6	4	-3	-8	1.0	1.4	5.4	-12	-0.8
Cc1ccccc1OCC1CNC(=O)O1 (stereo unspecified)	-8	-21	-2	nt	31	-7	-1.4	2.4	2.4	1	2.9
Cc1ccc2cc3c(NC(=O)C(C)C)nn(C)c3nc2c1	-7	11	-3	11	-7	1	-2.2	-0.1	0.0	-20	-2.7
CC(OC(=O)c1oc2ccccc2c1COc1ccccc1)C(=O)NC(N)=O (stereo unspecified)	2	-7	5	-14	7	0	-0.4	2.5	1.1	4	1.3
Cc1cccc2cc(C#N)c(NCc3ccccc3)nc12	8	-16	3	-1	9	-5	-0.2	-0.2	-0.7	-8	3.1

High-throughput results (PubChem)

Compounds were not picked by outcome; about 2.2% have a hit in one of these screens.
